Compound activity (PubChem)
PLCg1 inh: PLC-gamma1 enzyme inhibitors, primary screen, biochemical, fluorescence, purified enzyme | 1-phosphatidylinositol 4,5-bisphosphate phosphodiesterase gamma-1 (Homo sapiens), P19174 | fluorogenic substrate | inhibition, % at 12.2 µM | 370,000 tested, 0.84% active | AID 720700, 2013; in the data active means inhibition above about 9.5%
DDE Tn6 FP inh: inhibitors of Tn6 peptide binding to fibrin DD(E), primary screen, biochemical, fluorescence polarization, human fibrin, Tn6 probe; Fibrinogen beta chain (Homo sapiens), P02675; Fibrin DD(E) TRITC-Tn6 fluorescence polarization displacement; inhibition, % at 8.3 µM; 370,000 tested, 0.21% active; AID 720509, 2013;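 active means inhibition above a per-campaign cutoff: mean of compounds within control limits plus 3 SD, cut at about 15% in these data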;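 further: 0% = median of all compound wells on the plate and 100% = blocking peptide control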
ADAM17 inh: ADAM17 inhibitors, primary screen, biochemical, QFRET | 370,000 tested, 0.83% active | recombinant ADAM17, EDANS/DABCYL FRET peptide cleavage | AID 720648, 2013 | inhibition, % at 6.95 µM | Disintegrin and metalloproteinase domain-containing protein 17 (Homo sapiens), P78536;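 active means inhibition above the mean of compounds lying between control limits plus 3 SD, set per campaign, cut at about 8.5% in these data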;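 further: 0% = DMSO-only wells as the low control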
Target sequence (P78536 215-824 limits assumed): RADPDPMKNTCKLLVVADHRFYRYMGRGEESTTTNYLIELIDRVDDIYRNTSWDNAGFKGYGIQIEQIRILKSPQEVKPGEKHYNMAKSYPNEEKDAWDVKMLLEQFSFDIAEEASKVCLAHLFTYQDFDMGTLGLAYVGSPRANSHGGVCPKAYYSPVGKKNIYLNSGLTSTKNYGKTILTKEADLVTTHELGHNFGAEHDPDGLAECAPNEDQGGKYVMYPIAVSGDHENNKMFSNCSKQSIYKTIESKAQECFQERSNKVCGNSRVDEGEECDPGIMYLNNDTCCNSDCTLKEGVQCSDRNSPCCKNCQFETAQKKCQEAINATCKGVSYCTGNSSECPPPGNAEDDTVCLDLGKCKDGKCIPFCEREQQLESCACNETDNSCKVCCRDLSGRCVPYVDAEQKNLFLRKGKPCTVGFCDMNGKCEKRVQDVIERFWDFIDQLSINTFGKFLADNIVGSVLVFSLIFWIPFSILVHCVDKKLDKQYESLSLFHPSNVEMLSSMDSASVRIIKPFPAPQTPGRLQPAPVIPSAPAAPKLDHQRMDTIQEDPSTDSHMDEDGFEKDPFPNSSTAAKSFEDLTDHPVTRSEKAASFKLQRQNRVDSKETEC
ARFGAP1 inh: inhibitors of rat ARFGAP1 GAP activity, primary screen, biochemical, fluorescence polarization, GDP tracer; ADP-ribosylation factor GTPase-activating protein 1 (Rattus norvegicus), Q62848; Arfgap1-stimulated ARF1 GTP hydrolysis, GDP FP detection; inhibition, % at 16.5 µM; 360,000 tested, 0.26% active;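 active means inhibition above a per-plate limit, mean inhibition of low control wells plus 3 SD, cut at about 25% in these data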;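 further: 0% = DMSO wells with enzyme and 100% = wells lacking Arfgap1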
Target sequence (Q62848 1-136 limits assumed): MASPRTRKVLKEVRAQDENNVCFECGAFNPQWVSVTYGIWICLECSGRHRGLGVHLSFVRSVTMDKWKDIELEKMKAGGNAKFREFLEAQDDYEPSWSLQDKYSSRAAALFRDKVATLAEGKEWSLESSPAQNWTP
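system = rat Arfgap1 catalytic domain, aa 1-136 | technique = FP, GDP Alexa 633 tracer displaced from anti-GDP antibody, 620/688 nm | compound = one concentration, 16.5 µM, DMSO 1.26% | medium = HEPES-based buffer, pH 7.5 | timing = compound-enzyme preincubation 20 min, reaction 120 min, detection 60 min, 25 °C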
UHRF1 binding: UHRF1 methylated DNA binding inhibitors, primary screen, counter-screen for MBD2 inhibitor project, biochemical, TR-FRET, human UHRF1, single concentration. E3 ubiquitin-protein ligase UHRF1 (Homo sapiens), Q96T88. UHRF1 binding to methylated oligo. inhibition, % at 4.4 µM. 370,000 tested, 0.75% active. AID 687016, 2013; in the data active means inhibition above about 21%;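 further: UHRF1 SRA domain binding a hemimethylated CpG hairpin DNA probe; 0% = median of test compound wells and 100% = reference inhibitor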
MBD2 inh: inhibitors of MBD2 binding to methylated DNA, primary screen, biochemical, TR-FRET, DNA-binding domain, human. AID 686964, 2013. 370,000 tested, 0.31% active. MBD2 binding to methylated oligonucleotide. inhibition, % at 4.4 µM; in the data active means inhibition above about 13%
PLC-beta3 inh: human PLC-beta3 inhibitors, primary screen, biochemical, fluorescence; inhibition, % at 12.2 µM; 370,000 tested, 0.18% active; 1-phosphatidylinositol 4,5-bisphosphate phosphodiesterase beta-3 (Homo sapiens), Q01970; Purified PLC-beta3, fluorogenic substrate; in the data active means inhibition above about 11%;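 further: 0% = median of compound wells on plate and 100% = full blocker control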
proKLK7 act: proKLK7 zymogen activators, primary screen, biochemical, fluorescence intensity; purified proKLK7, EDANS-DABCYL substrate fluorescence; 100% is mature enzyme control, 0% vehicle; 370,000 tested, 0.9% active; AID 652039, 2013; Kallikrein-7 (Homo sapiens), P49862; activation, % at 7 µM;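 active means activation above the mean of all tested compounds plus 3 SD, computed per campaign excluding outliers beyond control limits, cut at about 13% in these data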
Target sequence (P49862 whole entry, looked up): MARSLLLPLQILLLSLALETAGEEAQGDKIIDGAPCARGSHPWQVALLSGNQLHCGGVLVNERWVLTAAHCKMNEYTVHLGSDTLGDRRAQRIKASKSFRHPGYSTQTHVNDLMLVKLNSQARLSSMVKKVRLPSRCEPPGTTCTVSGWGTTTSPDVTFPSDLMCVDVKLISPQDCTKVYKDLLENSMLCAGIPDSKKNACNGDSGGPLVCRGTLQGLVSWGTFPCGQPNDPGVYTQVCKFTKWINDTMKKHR
ASAP1 GAP inh: inhibitors of human ASAP1 ArfGAP activity, primary screen, biochemical, fluorescence polarization | inhibition, % at 16.5 µM | 360,000 tested, 0.19% active | ASAP1-stimulated ARF1 GTP hydrolysis, GDP FP detection | AID 624377, 2012 | Arf-GAP with SH3 domain, ANK repeat and PH domain-containing protein 1 (Homo sapiens), …; in the data active means inhibition above about 25%;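 further: 0% = vehicle with enzyme and substrate and 100% = no enzyme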
DDE Tn7 FP inh: inhibitors of Tn7 peptide binding to fibrin DD(E), primary screen, biochemical, fluorescence polarization, human fibrin, Tn7 probe; AID 720508, 2013; Fibrinogen beta chain (Homo sapiens), P02675; inhibition, % at 8.3 µM; 370,000 tested, 0.13% active; FP displacement of FITC-Tn7 peptide from fibrin DD(E); 0% = median of compound wells per plate;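 active means inhibition above the mean of compounds falling within the control limits plus 3 SD of them, cut at about 14% in these data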;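 further: 0% = plate median of compound wells and 100% = 10 µM Aha-Tn7 peptide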
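Assay system: human fibrin DD(E) protein / Input: 2 µM fibrin DD(E) / Benchmarks: high control of 10 µM Aha-Tn7 peptide / Measured by: fluorescence polarization of the labelled Tn7 tracer / Medium: Tris buffer with calcium and detergent, pH 7.8 / Timing: 10 min compound pre-incubation, 3 h probe incubation at room temperature / Repeats: one replicate per compound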
* hit, by the source's call; i = inactive; · = not tested or not shown.

SMILES	PLCg1 inh	DDE Tn6 FP inh	ADAM17 inh	ARFGAP1 inh	UHRF1 binding	MBD2 inh	PLC-beta3 inh	proKLK7 act	ASAP1 GAP inh	DDE Tn7 FP inh
O=C(O)c1cc(O)ccc1-c1ccc(O)cc1	-1	3	-5	-1	2	6	-1	-2.1	10	-4
Nc1ccc2nc(SCC(=O)Nc3ccc(N4CCOCC4)c(Cl)c3)sc2c1	-4	2	0	9	-1	-5	-3	0.0	-6	-9
COCCn1c(C)cc(C(=O)COC(=O)c2[nH]c(C)c(C(C)=O)c2C)c1C	0	3	-2	3	1	0	-5	0.1	-11	-7
Cc1cc(C)n(C(=O)c2ccc(Cn3nc(C)c(Br)c3C)o2)n1	1	-1	-1	13	0	-1	0	-0.2	-7	-6
COC(=O)[C@]1(C)CCC[C@@]2(C)C3CC[C@@]4(C)C[C@]3(CCC21)CC(=O)N4C (stereo not given in full)	3	-4	0	-4	1	-2	5	0.9	11	-2
CCC(Cc1ccccc1)NC(=O)C1CCN(S(=O)(=O)c2ccc3c(c2)CC(C)N3C(C)=O)CC1 (stereo not given)	12*	8	2	-7	-1	-3	5	0.5	-11	-9
Cc1cccc(CCNS(=O)(=O)c2ccc(S(=O)(=O)N3CCC(C)CC3)cc2)c1	1	-5	-1	-15	4	-4	4	0.2	-3	3
CC(NC(=O)C(C)N1CCN(Cc2ccccc2)CC1)c1ccc(F)cc1 (stereo not given)	1	-8	-1	9	-2	0	-1	0.2	5	-8
CN(C)S(=O)(=O)Oc1cccc(C(=O)Nc2ccccc2Cl)c1	-2	-2	-8	9	2	6	-3	0.3	-2	3
CCCCn1c(N)c(N(Cc2ccccc2OC)C(=O)CSCC(=O)Nc2cccc(C)c2)c(=O)[nH]c1=O	-1	7	-1	-3	1	0	-7	0.3	0	2
COc1cc2c3c(c1)/C(=C1/SC(=S)NC1=O)C(=O)N3C(C)(C)C=C2C	-2	9	1	-2	1	0	2	0.0	2	-4
CCOc1cccc(OCCCCN2CCCCC2)c1	1	-7	-6	3	1	4	-1	-0.1	1	5
CO/N=C/CC(=O)c1ccc(-c2ccccc2)cc1	-15	6	-3	1	-2	2	-16	0.3	-2	8
O=C(CNC(=S)N(Cc1ccccc1F)C1CCCCC1)NCCCN1CCOCC1	1	8	-6	9	1	-3	-2	-0.3	-3	8
Brc1ccc2nc(-c3ccc(CN4CCC5(CC4)CNc4ccccc45)cc3)c(-c3ccccc3)nc2c1	-4	0	-6	26*	0	5	-7	-0.7	5	-4
O=C(Nc1cccc(C(F)(F)F)c1)C1Cc2c(-c3cccc(F)c3)ccnc2O1 (stereo not given)	-1	5	6	6	-1	-1	-1	-0.2	15	-1
CCOC(=O)c1cc(C(=O)NCc2ccc(Cl)cc2Cl)nn1C	0	-5	2	1	-1	1	4	0.8	-8	4
CSc1nc(N)c2c3c(sc2n1)COC(C(C)C)C3 (stereo not given)	0	-3	-4	7	-1	6	-2	-0.1	-4	1
CCOC(=O)C1=NOC(C(C)=O)(C(=O)Nc2cc(C)cc(C)c2)C1 (stereo not given)	-3	4	-1	·	0	1	-2	0.6	·	7
CC/S(=N\S(=O)(=O)c1ccc(C)cc1)c1ccccc1 (stereo not given)	5	-3	-3	4	10	-2	0	0.3	-7	1
CC(Nc1nc(-c2ccc(F)cc2)cs1)c1nc2cc(Cl)c(N3CCCCC3)cc2n1CCOCCO (stereo not given)	-10	-3	8	9	1	-3	-15	0.7	17	-9
CN(c1ccccc1)S(=O)(=O)c1cc(C(=O)Nc2nc3ccccc3[nH]2)ccc1Cl	-48	-22	9	5	7	3	-55	-13	5	2
COC(=O)[C@@]12C[C@@H](CC(=O)NCc3ccc(OC)c(OC)c3)C(=O)N(CCc3ccc(OC)c(OC)c3)C1=CCC(C)(C)C2	-3	-7	0	-1	1	9	-5	0.2	3	-3
Cc1cccc(OC(C)C(=O)Nc2nc(-c3cccnc3)cs2)c1 (stereo not given)	-30	-5	-10	5	1	3	-43	-0.5	-10	4
CC(C)Oc1ccc(S(=O)(=O)N2CCCCC2)cc1NC(=O)CN1C(=O)NC2(CCCC2)C1=O	7	3	8	-2	1	-6	3	0.2	9	-7
C=CCNc1nc(C2(C)CC3(CC(C)(C)OC3=O)C(=O)O2)cs1 (stereo not given)	-1	4	-2	-11	4	-5	0	-0.5	-12	2
O=C(Cc1ccccc1)NCC1COc2ccccc2O1 (stereo not given)	-1	-6	-4	-2	-1	0	2	-0.6	3	0
CCOc1ccc(S(=O)(=O)N2CCc3ccccc3C2)cc1	0	1	-1	-3	-5	-2	0	0.1	-10	-2
Cc1ccc(OCC(=O)NC2CCS(=O)(=O)C2)cc1 (stereo not given)	5	-1	0	-1	-2	0	2	-0.2	6	-3
CC1CCN(c2oc(-c3ccccc3Cl)nc2C#N)CC1	-23	-7	-35	4	0	3	-25	-2.0	-5	7
CCOc1ccc(NC(=O)NNC(=O)c2ccc3ccccc3c2O)cc1	-48	2	-93	-4	-4	-2	-86	-3.6	-7	5
O=C(Nc1ccn(Cc2ccccc2F)n1)c1ccc(COc2cc(Cl)ccc2Cl)o1	1	-4	7	9	1	-2	0	1.0	9	-8
COc1ccc(C(=O)NC(C(=O)NCCc2ccc3c(c2)OCCO3)C(C)C)cc1 (stereo not given)	-1	5	-4	5	-2	-3	-4	-0.4	-6	-2
Cc1ccc(N2CCCn3c2cc(C)c(C#N)c3=O)cc1C	-39	3	2	4	-1	0	-58	-0.6	0	1
CCOc1ccc(OCCC(=O)N(CC)CC(=O)NCc2cccs2)cc1	3	-4	-4	-2	-1	-3	-5	0.3	-3	-3
O=C(NC(=S)N1CCN(c2ccc([N+](=O)[O-])cc2Cl)CC1)c1ccco1	-1	3	-3	3	-3	-4	0	-0.3	-4	0
O=C(O)c1ccc(NCc2cccs2)cc1	3	6	0	-6	1	0	3	-0.3	6	-10
Cc1ccc(N2C(=O)CC(c3ccsc3)C3=C2CC(C)(C)CC3=O)cc1 (stereo not given)	2	-2	-8	-4	-5	-6	-2	-0.6	-25	12
Nc1ccccc1-c1nc2ccccc2c(=O)o1	-225	-2	-92	-3	-6	0	-254	15*	-13	0
O=C1NCCCC1C(=O)N/N=C/c1ccccc1[N+](=O)[O-] (stereo not given)	-1	3	-3	-7	-1	2	-4	0.9	3	4

Next section; it opens with the 2 that closed the last part.
SMILES	PLCg1 inh	DDE Tn6 FP inh	ADAM17 inh	ARFGAP1 inh	UHRF1 binding	MBD2 inh	PLC-beta3 inh	proKLK7 act	ASAP1 GAP inh	DDE Tn7 FP inh
Nc1ccccc1-c1nc2ccccc2c(=O)o1	-225	-2	-92	-3	-6	0	-254	15*	-13	0
O=C1NCCCC1C(=O)N/N=C/c1ccccc1[N+](=O)[O-] (stereo not given)	-1	3	-3	-7	-1	2	-4	0.9	3	4
CCC(C)c1ccc(O)c(N)c1 (stereo not given)	2	-3	0	-6	-6	-4	0	-0.1	9	-8
Cc1cc(N2C(=O)C(O)=C(C(=O)c3cc4ccccc4o3)C2c2cccs2)no1 (stereo not given)	-26	-2	-4	-7	-4	1	-47	1.4	-2	-11
CCOc1ccc2nc(SCC(=O)N(C)C)[nH]c2c1	5	6	-4	3	1	1	1	-0.5	7	9
COc1ccccc1NC(=O)c1cc(S(=O)(=O)N2CCOCC2)ccc1Cl	2	-5	-1	0	-4	1	1	-0.3	-6	-2
Cc1ccc(S(=O)(=O)n2cccc2CO)cc1	0	0	2	-3	-3	2	3	0.7	1	9
c1ccc(Cn2nnnc2C(c2cccs2)N2CCOCC2)cc1 (stereo not given)	3	4	0	9	-1	-2	3	0.4	18	-8
CC(C)Oc1ccc(-c2cc(=O)[nH]c(=O)[nH]2)cc1	1	-3	-6	-5	2	0	-1	0.1	-2	-3
N#Cc1c(/N=C/c2cc(Br)cs2)sc2c1CCC2	-7	-3	-2	3	-3	0	-8	-0.3	0	2
CC12CC(=O)C3C(CCC4=CC(=O)CCC43C)C1CC=C2CC(=O)O (stereo not given)	1	4	1	0	-1	-2	5	0.1	-9	-7
COc1ccc(/C=C/CN2CCC(n3nccc3NC(=O)C3CC3)CC2)cc1	1	1	-3	11	1	7	-8	-0.6	5	-4
C=CCn1c(N)c(C(=O)OC(C)CC)c2nc3ccccc3nc21 (stereo not given)	i	1	i	-8	-11	-6	i	69*	6	-7
COc1cc(C(=O)OCC(=O)Nc2ccc(N3CCOCC3)cc2)ccc1OCC(C)C	1	2	-3	6	-2	-6	0	0.6	-1	1
Cc1ccc(OCC(=O)NC(=S)Nc2ccc(Br)cn2)cc1	0	0	-5	-7	-1	-2	-5	0.4	-1	1
CN(C)c1ccc(C(C(=O)NCc2ccccc2)N(Cc2cccnc2)C(=O)c2snc(C(N)=O)c2N)cc1 (stereo not given)	-6	6	-2	-2	-2	-1	-11	0.7	4	5
O=C(CSc1nc(Nc2ccccc2)nc(N2CCOCC2)n1)Nc1cc(Cl)ccc1O	2	-15	10*	11	7	4	-7	0.1	9	-2
COc1ccc(NC(=O)CN(C)C(=O)c2cccc(S(=O)(=O)N3CCN(c4ccc(F)cc4)CC3)c2)cc1	-2	-3	0	3	1	5	-4	0.0	-23	0
Cc1cccc(N=C2NN=C(c3c[nH]c4ccccc34)CS2)c1	-8	3	-1	5	-5	-2	-11	0.1	5	-2
C=CCNC(=S)NCC=C	4	5	-1	-7	-1	-1	6	0.0	-12	-5
CN(CC(=O)Nc1cccc([N+](=O)[O-])c1)S(=O)(=O)c1ccccc1	0	4	-2	5	0	4	-1	-0.4	-6	1
CC(C)CN1C(=O)C[C@@]2(C(=O)N(C)c3ccc(NC(=O)C(C)(C)C)cc32)C1c1ccccc1 (stereo not given in full)	-2	-6	-4	·	1	-3	-2	-0.4	·	2
O=C(CSc1nn(-c2ccccc2)c(=S)s1)NC(=O)NCc1ccco1	3	-5	4	5	3	4	2	0.0	-1	-2

Rows are unselected; 4.1% or so of the library scored in one or more.
